# EPAC2 antag – blocks human EPAC2 exchange factor; actives 0.18% (n = 360,000); AID 720708; Potency, µM (highest dose often 114 µM), for the others: at the highest dose activity, negative = inhibition, usual class: inhibitors; Q8WZA2; EPAC2 GEF exchange of Rap1B-BODIPY-GDP, fluorescence; note: % is set by controls: 0 for no effect and ±100 for the full control effect; nearly all actives have a fitted effect of over 45% in size; many of its hits are not listed in these tables
# Target sequence (Q8WZA2 whole entry, looked up): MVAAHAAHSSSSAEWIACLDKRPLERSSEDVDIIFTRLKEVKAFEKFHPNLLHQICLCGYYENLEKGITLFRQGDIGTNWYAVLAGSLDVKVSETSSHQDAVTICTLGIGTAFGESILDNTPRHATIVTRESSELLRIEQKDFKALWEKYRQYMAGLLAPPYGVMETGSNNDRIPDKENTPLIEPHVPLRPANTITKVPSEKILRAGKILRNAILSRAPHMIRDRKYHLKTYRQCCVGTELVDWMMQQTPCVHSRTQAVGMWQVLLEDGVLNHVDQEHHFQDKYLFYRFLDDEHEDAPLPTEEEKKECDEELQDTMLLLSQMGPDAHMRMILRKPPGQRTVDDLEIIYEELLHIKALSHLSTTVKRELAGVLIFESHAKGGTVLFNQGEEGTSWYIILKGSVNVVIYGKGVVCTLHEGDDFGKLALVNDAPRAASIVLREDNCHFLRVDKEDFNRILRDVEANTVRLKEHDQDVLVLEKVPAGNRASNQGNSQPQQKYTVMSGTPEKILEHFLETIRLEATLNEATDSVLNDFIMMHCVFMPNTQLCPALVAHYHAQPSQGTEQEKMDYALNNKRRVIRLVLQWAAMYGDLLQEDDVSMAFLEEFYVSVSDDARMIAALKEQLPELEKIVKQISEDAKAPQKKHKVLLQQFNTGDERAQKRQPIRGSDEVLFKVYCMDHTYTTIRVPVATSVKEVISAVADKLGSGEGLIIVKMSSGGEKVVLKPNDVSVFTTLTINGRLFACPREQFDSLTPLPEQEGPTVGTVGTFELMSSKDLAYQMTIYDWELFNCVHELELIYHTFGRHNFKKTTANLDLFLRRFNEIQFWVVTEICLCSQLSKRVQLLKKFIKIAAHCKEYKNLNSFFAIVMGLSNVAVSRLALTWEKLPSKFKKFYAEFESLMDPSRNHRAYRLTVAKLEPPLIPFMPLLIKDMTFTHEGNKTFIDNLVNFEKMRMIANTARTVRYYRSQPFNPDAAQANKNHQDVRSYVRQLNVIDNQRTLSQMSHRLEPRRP
# aSyn rescue – alpha-synuclein toxicity inhibition in yeast; Potency, µM (titrated, usually from 46.1 µM), for inactives: top-dose growth rescue (activation), most hits filed as activators; actives 0.14% (n = 370,000); Yeast expressing alpha-synuclein, growth rescue, BacTiter-Glo, 24 h; note: % of control where 0% means no effect; nearly all actives have a fitted effect of over 65% in size
#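 Rescue of yeast growth: cells expressing toxic alpha-synuclein, induced in galactose at OD600 0.02, incubated with compound 24 h at 30 C. ATP luminescence quantified growth; inhibitors of toxicity appear as activators.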
# EPAC2 agonist – EPAC2 (human) agonism; EPAC2 activation, biochemical qHTS; response scale: 100% = 6.5 mM cAMP response; Potency, µM (top dose mostly 154 µM), for the others: at the highest dose activation, actives largely listed as activators; actives 0.079% (n = 360,000); AID 720711; note: nearly all actives have a fitted effect of over 50% in size
#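 Compounds were titrated in qHTS against a Rap1B-BODIPY-GDP (250 nM) complex with EPAC2 (100 nM) and GDP (50 uM). BODIPY-GDP release tracked at 480/540 nm over 30 min at room temperature, normalized to 6.5 mM cAMP.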
# EPAC1 antagonist – antagonists of human EPAC1; Potency, µM (doses to about 115 µM), without a hit: at the top dose activity change, negative = inhibition, actives largely listed as inhibitors; AID 720709; actives 0.14% (n = 360,000); EPAC1 GEF assay, Rap1b-BODIPY-GDP exchange fluorescence; O95398;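 note: plate controls were vehicle for no effect and positive control for full effect; nearly all actives have a fitted effect of over 50% in size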
# TDP43 rescue – TDP-43 toxicity inhibition in yeast; actives 1.8% (n = 410,000); Potency, µM (titrated, usually from 46.1 µM), without a hit: at the top dose growth rescue (activation), usual class: activators; AID 652104; TDP-43 expressing yeast growth rescue, BacTiter-Glo, 24 h; note: % of control where 0% means no effect; nearly all actives have a fitted effect of over 50% in size
#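 Cell-based yeast growth screen: TDP-43 expression induced in galactose, inoculum OD600=0.02 after raffinose pregrowth to mid-log. Read-out BacTiter-Glo luminescence at 24 hr, 30 deg C; inhibition of toxicity seen as signal increase.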
# PTHR1 ag – agonists of human PTHR1 parathyroid hormone receptor; Q03431; HEK293 GP2 PTHR1 cells, GloSensor cAMP luminescence, 1 h; Potency, µM (top dose mostly 115 µM), without a hit: at the top dose activation, usual class: activators; actives 0.075% (n = 410,000); AID 743266; note: nearly all actives have a fitted effect of over 55% in size; some results filed as inactive show a strong effect at the top dose; inactives centre near -15; many of its hits are not listed in these tables
#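 HEK-293-derived GP2 cells expressing PTHR1 and a GloSensor cAMP reporter, 3,000/well, plated overnight, given luciferin plus IBMX (each 0.5 mM as added) for 1 h at 37 °C, then compound for 1 h at 37 °C. Luminescence was read after 15 min at room temperature.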
# FUS yeast rescue – FUS proteinopathy suppression in yeast; S. cerevisiae FUS-expressing, growth rescue, OD600, 24 h; Potency, µM (titrated, usually from 76.6 µM), for the others: at the top dose growth rescue (activation), hits mostly activators; actives 0.24% (n = 390,000); AID 1347120;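 note: plate controls were DMSO vehicle for no effect and reference control for full effect; nearly all actives have a fitted effect of over 55% in size; some results filed as inactive show a strong effect at the top dose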
#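 Compound concentration series was pinned onto galactose-induced FUS-expressing yeast seeded at OD 0.005. Plates sat 24hr at 30C; absorbance at 600 nm gave growth. DMSO served as background control.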
# EPAC1 ag – agonists of human EPAC1. O95398. EPAC1 agonist qHTS, biochemical assay; response scale: 100% = response to 6.5 mM cAMP. Potency, µM (doses to about 154 µM), for the others: top-dose activation, most hits filed as activators. actives 0.073% (n = 360,000). AID 720707; note: nearly all actives have a fitted effect of over 60% in size
#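 Compounds were pinned as a concentration titration into mixtures of EPAC1 (100 nM), BODIPY-GDP-loaded Rap1B (250 nM) and GDP (50 uM). After 5 min at room temperature, fluorescence was followed for 30 min; activity was scaled to 6.5 mM cAMP.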
# Starred values were filed as active, the others as inactive; i = inactive; ? = inconclusive; · = not tested or not shown; [ ] = remark or other dose. Calls come from the whole dose curve; as a rule, active = well fitted curve in the direction sought with a large enough effect; inconclusive = small, poorly fitted or top-dose-only effect, or another doubt; inactive = no such curve, though single readings can be large; an effect the other way counts as inactive or inconclusive. Potency is the fitted concentration of half-maximal effect. A portion of the library; count on the stated rates, not on these rows.
SMILES,EPAC2 antag,aSyn rescue,EPAC2 agonist,EPAC1 antagonist,TDP43 rescue,PTHR1 ag,FUS yeast rescue,EPAC1 ag
COc1ccc(CNC(=O)C2CCN(S(=O)(=O)N3CCCC3)CC2)c(OC)c1,-7.8%,16.4%,14.1%,-4.0%,-18.9%,-21.7%,3.8%,0.9%
CCOc1ccc(-n2nc3c(=S)[nH]nc(C)c3c2C)cc1,5.2%,1.9%,-2.5%,-2.8%,18.9%,i,·,-0.9%
CC(C)CC1C(C#N)=C(N)Oc2n[nH]c(-c3cccs3)c21 (configuration not stated),11.8%,-13.8%,4.4%,13.8%,-14.4%,-53.8%[inhibitor],20.2%,-1.8%
Cc1ccc(S(=O)(=O)N(c2nc(N(C)C)nc(N(C)C)n2)n2cnnc2)cc1,7.0%,10.2%,4.8%,-8.0%,-26.8%,1.9%[57.5 µM],21.1%,3.5%
COCCCn1c(C(=O)Nc2ccc3c(c2)OCO3)cc2c(=O)n3cccc(C)c3nc21,-6.4%,-1.0%,-9.4%,-19.8%,10.7%,-39.4%[inhibitor],-46.5%,3.3%
CCOc1cc(CN2CCN(S(=O)(=O)Cc3ccccc3)CC2)ccc1OC,1.2%,0.1%,21.7%,-6.8%,-17.8%,-11.8%,31.7%,4.4%
Nc1ccccc1-c1ccn[nH]1,5.1%,7.9%,4.3%,14.2%,-2.4%,i,-14.1%,-0.2%
O=C(Nc1nc2ccccc2[nH]1)Nc1ccccc1F,6.1%,-4.5%,6.3%,9.7%,-8.8%,-18.0%,30.2%,7.1%
Cc1cc(C(=O)CSc2nc3ccccc3o2)c(C)n1C1CC1,2.5%,7.9%,-2.0%,2.4%,22.4µM*,-26.4%,35.5%,8.2%
Cc1ccc(NC(=O)c2ccc3c(c2)OCCO3)cc1C,-4.6%,-3.4%,8.2%,-18.6%,-13.9%,-24.9%,4.6%,4.8%
CC(=O)c1ccc(N2CCN(S(=O)(=O)c3cccc4nsnc34)CC2)cc1,-3.1%,8.6%,13.0%,-1.1%,9.9%,-13.6%,1.2%,0.3%
CCOc1cc(C(=S)N2CCCC2)ccc1OCc1ccccc1,-8.8%,-7.7%,19.4%,-15.8%,25.7%,-31.1%[inhibitor],19.4%,8.0%
Cc1ccc2[nH]c(=O)c(CN3CCCCC3)c(-c3ccccc3)c2c1,-5.1%,-9.7%,8.7%,-11.2%,-2.9%[9.22 µM],-15.6%,27.6%,5.2%
Cc1c(S(=O)(=O)c2ccccn2)c(N)n(Cc2ccccc2)c1C,-3.4%,-4.9%,2.6%,1.0%,-14.0%,7.3%,33.6%,1.9%
O=C(COC(=O)c1ccco1)NCc1ccc(F)cc1,3.6%,-3.6%,3.4%,5.4%,-4.9%,i,8.4%,-0.5%

# Some of the entries so far, field by field.
Nc1ccccc1-c1ccn[nH]1
  EPAC2 antag: 5.1%; aSyn rescue: 7.9%; EPAC2 agonist: 4.3%; EPAC1 antagonist: 14.2%; TDP43 rescue: -2.4%; PTHR1 ag: i; FUS yeast rescue: -14.1%; EPAC1 ag: -0.2%

O=C(Nc1nc2ccccc2[nH]1)Nc1ccccc1F
  EPAC2 antag: 6.1%; aSyn rescue: -4.5%; EPAC2 agonist: 6.3%; EPAC1 antagonist: 9.7%; TDP43 rescue: -8.8%; PTHR1 ag: -18.0%; FUS yeast rescue: 30.2%; EPAC1 ag: 7.1%

Cc1cc(C(=O)CSc2nc3ccccc3o2)c(C)n1C1CC1
  EPAC2 antag: 2.5%; aSyn rescue: 7.9%; EPAC2 agonist: -2.0%; EPAC1 antagonist: 2.4%; TDP43 rescue: 22.4µM*; PTHR1 ag: -26.4%; FUS yeast rescue: 35.5%; EPAC1 ag: 8.2%

# (continued)
SMILES,EPAC2 antag,aSyn rescue,EPAC2 agonist,EPAC1 antagonist,TDP43 rescue,PTHR1 ag,FUS yeast rescue,EPAC1 ag
COc1ccc(-c2cc(C(F)(F)F)nc(NCc3cccnc3)n2)cc1,-16.4%,0.1%,-15.2%,-11.8%,-10.2%,-13.8%,3.9%,17.5%
O=C(Nc1nnc(C2CC2)s1)c1cccs1,-6.5%,-17.2%,9.5%,8.2%,3.5%,i,5.6%,-3.6%
CCc1c(C)[nH]n(-c2nc(-c3cccc([N+](=O)[O-])c3)cs2)c1=O,-0.1%,-0.3%,5.9%,2.0%,-29.6%,-14.4%,·,7.9%
CC(=O)Nc1cc(-c2ccc(C(=O)NC3CC3)cc2)cn2c(-c3cccc(C(C)=O)c3)cnc12,-10.8%,0.7%,1.8%,-7.9%,16.4%,10.4%,?,6.2%
CCCc1[nH]n(-c2nc3ccccc3s2)c(=O)c1C=NCCCOC,8.4%,4.0%,-0.7%,-5.4%,1.0%,i,10.1%,11.1%
CCOc1ccc(Cl)cc1-c1cc(C(=O)Nc2cc(OC)ccc2OC)[nH]n1,0.8%,7.9%,1.2%,-12.6%,27.2%,-17.9%,-14.3%,5.0%
CCOC(=O)c1c(NC(=O)CN2C(=O)NC3(CCCCC3C)C2=O)sc(C)c1C (configuration not stated),-18.3%,6.8%,-6.4%,1.2%,10.4%,-3.5%,42.3%,-4.0%
O=S(=O)(c1ccccc1)N1CCN(Cc2ccc(Cl)cc2)CC1,-15.7%,0.8%,17.7%,-1.2%,5.1%,-30.5%[inhibitor],-2.1%,17.7%
CCOC(=O)C1(C)CCN1C(=O)c1oc2ccccc2c1C (configuration not stated),-14.9%,5.2%,-0.4%,-1.2%,21.1%,-2.6%,-4.3%,0.6%
Cc1cc(C)n(C(=O)c2cccc([N+](=O)[O-])c2C)n1,-1.7%,-3.2%,-4.6%,-4.4%,3.8%,-22.6%,-2.6%,-10.5%
CCOc1ccc(NC(=O)CN(C)C(=O)CSCc2cccc(C)c2)cc1OCC,-0.3%,3.8%,0.8%,-10.8%,-4.5%,i,35.3%,-9.0%
CN(C)C(CNC(=O)CSc1nnc(-c2ccco2)o1)c1ccccc1 (configuration not stated),13.8%,-0.6%,-3.0%,7.9%,23.0%,i,20.3%,-0.9%
Cc1cc(C)c(S(=O)(=O)Nc2ccccc2C(=O)N2CCOCC2)c(C)c1,-1.4%,19.5%,-1.1%,0.1%,12.1%,i,13.1%,-18.7%
Cc1nc(S(=O)(=O)Cc2ccccc2)nc2c1CCC2,-1.8%,11.0%,7.9%,20.2%,-5.9%,i,16.7%,8.8%
COc1ccc(CCC(=O)Nc2cccc(S(=O)(=O)N3CCCCCC3)c2)cc1OC,-19.5%,-0.9%,14.3%,-10.6%,0.3%,-88.7%[inhibitor],33.7%,12.7%
CCOC1=C2[C@@H](CN(S(=O)(=O)c3ccc(C)cc3)[C@H]2c2cccc3ccccc23)[C@H]2C(=O)N(C)C(=O)[C@H]2C1,-3.9%,-2.2%,9.3%,-3.5%,3.2%,-21.4%,30.7%,10.0%
O=C1c2cc3ccccc3c(-c3ccccc3)c2C(=O)N1c1ccccn1,-1.7%,-1.5%,7.0%,-20.1%,8.6%,-52.5%[inhibitor],·,0.6%
COC(=O)c1ccccc1NC(=O)N1CCN(S(C)(=O)=O)CC1,5.6%,4.0%,-2.4%,-11.4%,-16.6%,i,7.1%,-3.7%
COC(C/C=C/[C@@H](O)[C@@H](C)OCc1ccccc1)OC,6.7%,1.1%,-0.6%,3.2%,9.7%,-21.5%,-4.8%,9.2%
Cc1ccc(S(=O)(=O)NCC2NCCc3ccccc32)cc1 (configuration not stated),-7.5%,-11.6%,13.8%,-3.9%,12.2%,-21.1%,24.0%,6.2%
CCN1CCc2c(OCC(=O)N3N=C(c4cccs4)CC3c3ccc(F)cc3)cccc2C1=O (configuration not stated),0.6%,26.7%,8.8%,-2.3%,-15.0%,-7.6%,?,6.1%
O=C(CCCN1C(=O)/C(=C\c2cccs2)SC1=S)Nc1ccccc1O,6.0%,?,11.4%,6.3%,19.2%,-1.4%,-12.8%,10.2%
COc1ccccc1C(=O)Nc1ccc(OCC(=O)N2CCCCC2)cc1,0.9%,8.4%,5.2%,15.6%,?,-31.1%[inhibitor],6.5%,5.3%
CCN1CC(CN(C)Cc2nc(-c3ccco3)oc2C)CC1=O (configuration not stated),-9.2%,0.8%,-0.2%,-2.7%,2.8%,i,-16.3%,13.5%
CCOC(=O)Cn1c(CN2CCOCC2)nc2c1c(=O)n(C)c(=O)n2C,1.4%,-1.9%,5.5%,-0.8%,0.0%,i,-26.4%,-20.2%
Cc1cccc(C(=O)N[C@H](C(=O)NCc2cccs2)C(C)C)c1,2.7%,-0.2%,-2.5%,0.4%,-0.5%,i,·,8.1%
COCCN(CC1CCCN(C2Cc3ccccc3C2)C1)C(=O)c1cccc(C)c1 (configuration not stated),9.2%,1.2%,-2.4%,-15.2%,0.9%,i,19.9%,-7.0%
N#Cc1cn(CC(=O)O)c2ccccc12,-4.6%,3.3%,4.9%,4.8%,1.2%,-10.3%,-22.0%,-0.1%
CCOC(=O)c1ccc(NC(=S)N2CCC(C(N)=O)CC2)cc1,-2.5%,1.3%,-0.7%,-15.7%,18.9%,i,·,4.7%
COc1ccc(C(=O)NCCc2cccc(Cl)c2)cc1OC1CCN(C(C)=O)CC1,?,0.3%,-6.9%,-0.6%,2.0%,-10.4%,19.8%,4.5%
Cc1csc(NC(=O)CSC2=NS(=O)(=O)c3cc(F)ccc3N2)n1,-13.4%,-9.0%,1.5%,-4.4%,6.3%,i,5.7%,4.6%
COC(=O)C1=C(C)OC(N)=C(C#N)C1c1ccco1 (configuration not stated),0.8%,-3.9%,-9.1%,-7.5%,-3.7%,i,-9.9%,-5.4%
Cc1cc(C2CC(=O)Nc3ccccc3S2)c(C)s1 (configuration not stated),-5.1%,6.2%,1.0%,?,-3.8%,-4.9%,-16.5%,9.7%
CC(=O)NC(=S)NNC(=O)COc1ccc([N+](=O)[O-])cc1,-2.6%,2.6%,-1.7%,-10.5%,21.8%,i,-1.7%,6.2%
Cc1cc(=O)n(C(C)Cc2ccccc2)n1C(C)Cc1ccccc1 (configuration not stated),10.2%,10.5%,8.1%,12.2%,-10.4%,i,·,-6.6%
CC1=NN(c2ccccc2)C(=O)C1C(=O)c1ccc([N+](=O)[O-])cc1 (configuration not stated),4.0%,-37.0%[inhibitor],-2.4%,2.9%,-19.0%,-47.0%[inhibitor],?,-9.8%
Cc1nn(Cc2c(F)c(F)c(F)c(F)c2F)c(C)c1NC(=O)c1cccc(COc2ccc(Cl)cc2)c1,-1.3%,0.4%,8.8%,-3.7%,-13.8%,-18.0%,-3.8%,12.8%
COc1cnc(SCC(=O)O)[nH]c1=O,-3.1%,-2.1%,11.9%,-22.7%,-5.8%,-3.4%[57.5 µM],?,7.0%
CN1C(=O)c2c(sc3c2CC(C)(C)SC3)N2CCN=C12,-0.9%,-4.3%,6.6%,-4.4%,?,-3.2%,·,-2.7%

# Screening results from PubChem BioAssay.
